CHO-K1 Ca PAM: nonselective activator or artifact in parental CHO-K1 calcium assay. ATP EC20, Fluo-8 calcium fluorescence; 0% at ATP EC20, 100% at ATP max. activation, % at 3 µM. 0.02% of 360,000 active;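 active means activation above the run cutoff, the mean activation of all test compounds plus 3 SD, cut at about 40% in these data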;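 further: peak over basal fluorescence ratio in a 140 s read after ATP addition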
M5 antag: antagonists of human muscarinic M5 receptor (CHRM5) | P08912 | CHO-hM5 cells, Fluo-8 calcium fluorescence, ACh EC80 | inhibition, % at 3 µM | 0.59% of 360,000 active | AID 624040;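 active means inhibition above a per-plate cutoff, the mean of that plate's test compounds plus 3 SD, cut at about 27% in these data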;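 further: 0% = acetylcholine EC80 with DMSO and 100% = DMSO without agonist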
Target sequence (P08912 whole entry, looked up): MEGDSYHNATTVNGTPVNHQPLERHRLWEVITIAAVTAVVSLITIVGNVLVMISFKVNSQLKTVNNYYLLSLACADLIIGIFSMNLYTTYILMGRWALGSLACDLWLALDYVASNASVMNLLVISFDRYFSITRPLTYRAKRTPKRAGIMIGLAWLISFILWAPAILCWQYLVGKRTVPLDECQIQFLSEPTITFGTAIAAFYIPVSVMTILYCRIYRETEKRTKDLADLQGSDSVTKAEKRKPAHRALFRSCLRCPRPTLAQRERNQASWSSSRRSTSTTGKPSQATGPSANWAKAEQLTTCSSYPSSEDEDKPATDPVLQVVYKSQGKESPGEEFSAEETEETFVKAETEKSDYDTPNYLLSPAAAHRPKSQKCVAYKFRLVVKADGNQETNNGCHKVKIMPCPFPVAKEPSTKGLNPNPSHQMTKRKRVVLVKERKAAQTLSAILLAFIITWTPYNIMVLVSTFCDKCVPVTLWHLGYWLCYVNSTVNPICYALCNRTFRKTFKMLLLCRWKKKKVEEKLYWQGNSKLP
M4 antag: CHRM4 antagonism in calcium assay | CHO-hM4 cells, ACh EC80, Fluo-8 calcium fluorescence | inhibition, % at 3 µM | 0.73% of 360,000 active;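 active means inhibition above its plate's cutoff, the mean inhibition of sample wells plus 3 SD, cut at about 27% in these data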;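 further: 0% = acetylcholine EC80 with DMSO and 100% = DMSO without agonist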
Target sequence (P08173 whole entry, looked up): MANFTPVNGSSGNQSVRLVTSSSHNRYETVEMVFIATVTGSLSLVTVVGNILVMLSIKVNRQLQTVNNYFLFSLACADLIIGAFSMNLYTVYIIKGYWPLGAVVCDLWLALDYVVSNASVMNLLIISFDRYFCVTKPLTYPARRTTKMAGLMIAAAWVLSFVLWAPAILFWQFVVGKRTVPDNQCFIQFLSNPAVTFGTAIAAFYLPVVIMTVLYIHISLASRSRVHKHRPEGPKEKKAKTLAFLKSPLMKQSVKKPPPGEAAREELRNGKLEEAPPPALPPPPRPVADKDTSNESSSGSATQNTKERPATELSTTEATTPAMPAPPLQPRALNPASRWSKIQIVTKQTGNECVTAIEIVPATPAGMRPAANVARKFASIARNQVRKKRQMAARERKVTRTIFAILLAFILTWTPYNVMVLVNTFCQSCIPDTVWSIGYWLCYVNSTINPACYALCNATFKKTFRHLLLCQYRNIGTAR
CHRM5 agonist: CHRM5 agonism in calcium assay | CHO-K1 hM5 cells, Fluo-8 calcium fluorescence; 0% DMSO wells, 100% maximal acetylcholine response | 0.19% of 360,000 active | activation, % at 3 µM | P08912;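 active means activation above the run's mean over test compounds plus 3 SD, cut at about 23% in these data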;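 further: signal is peak over basal fluorescence ratio across the kinetic read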
CHRM4 PAM: positive allosteric modulators of human muscarinic M4 receptor; P08173; CHO-K1 hM4/Gqi5, Fluo-8 calcium fluorescence, ACh EC20; 0% = ACh EC20, 100% = maximal ACh; activation, % at 3 µM; 0.4% of 360,000 active;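 active means activation above its plate's cutoff, the mean activation of sample wells plus 3 SD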; further: some results filed as inactive read as strong as hits
M5 PAM: positive allosteric modulators of human muscarinic M5 receptor; activation, % at 3 µM; CHO-K1 hM5, Fluo-8 calcium, ACh EC20 PAM; 0% = ACh EC20, 100% = ACh EC100; 0.3% of 360,000 active;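 active means activation above the run cutoff, the mean activation of all test compounds plus 3 SD, cut at about 18% in these data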
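Probe or stimulus: acetylcholine, EC20 level; Assay system: human M5 receptor in CHO-K1 cells; Schedule: compound preincubation 140 s before EC20 acetylcholine addition; Technique: intracellular calcium via Fluo-8 fluorescence; Dosing: single-point, 3 µM nominal; Read-out basis: percent activation from peak-over-basal fluorescence ratio, scaled EC20-to-EC100 acetylcholine; Repeats: one well per compound, no replicates.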
M1 ag parental: M1 agonist counterscreen hit in parental CHO-K1 cells; Fluo-8 calcium fluorescence; scaled to maximal ATP response, vehicle zero; activation, % at 3 µM; 0.48% of 360,000 active; AID 602248; in the data active means activation above about 15%;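 further: untransfected CHO-K1 host cells lacking M1 receptor as counterscreen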
CHRM4 agonist: agonists of human muscarinic M4 receptor (CHRM4) | P08173 | CHO-K1 hM4/Gqi5, Fluo-8 calcium fluorescence; vehicle 0%, full acetylcholine response 100% | 0.14% of 360,000 active | activation, % at 3 µM | AID 624127;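 active means activation above the run mean over all test wells plus 3 SD, cut at about 32% in these data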;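 further: peak over basal fluorescence ratio per well then scaled between controls; 0% = DMSO wells and 100% = acetylcholine at EC100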
CHO-K1 Ca antag: nonselective inhibitor or artifact in parental CHO-K1 cells | ATP-induced calcium, Fluo-8 fluorescence | inhibition, % at 3 µM | 0.6% of 360,000 active;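 active means inhibition above a per-plate cutoff, the plate's mean sample inhibition plus 3 SD, cut at about 24% in these data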;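 further: 0% = DMSO plus EC80 ATP and 100% = DMSO alone without ATP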
* = called active by the depositor.

SMILES | CHO-K1 Ca PAM | M5 antag | M4 antag | CHRM5 agonist | CHRM4 PAM | M5 PAM | M1 ag parental | CHRM4 agonist | CHO-K1 Ca antag
CC1CCCCN1C(=O)c1cccc(NC(=O)c2ccccc2)c1 (stereo unspecified) | -8 | -8 | 0 | 0 | -1 | 6 | 0.3 | 2 | 12
CCN(CC)S(=O)(=O)c1cccc(-c2n[nH]c(=S)n2/N=C/c2ccc(Br)cc2)c1 | 10 | 3 | 11 | -2 | -7 | -1 | -0.1 | 0 | 0
CCn1c(CCCOc2ccc(Cl)cc2Cl)nnc1SCC(=O)Nc1cccc(F)c1 | 14 | 1 | 6 | 2 | 2 | 1 | 0.2 | 1 | -20
CCOc1ccc(C(=O)NCC(=O)OCC(=O)N2CCC(C)CC2)cc1 | -9 | 6 | 4 | -4 | 0 | -5 | -0.2 | 0 | 21
O=C(CSc1nc2ccccc2s1)Nc1ccc(N2CCOCC2)c(Cl)c1 | 8 | 12 | -3 | 3 | 3 | -13 | 9.1 | 6 | 9
CCN(CCO)Cc1cc(=O)oc2c(C)c(C)ccc12 | -14 | 0 | -12 | -2 | 1 | -6 | -0.7 | 0 | 7
Cc1ccc2c(c1)nnn2C1CCN(S(=O)(=O)c2ccc(C(=O)O)cc2)CC1 | 12 | 6 | -5 | -1 | -11 | -9 | 3.0 | 12 | -12
CCOC(=O)c1c[nH]c2c(C)cc(C)cc2c1=O | 10 | -1 | 3 | -3 | -4 | 1 | 0.1 | -1 | -3
Cc1cccc(Cl)c1OCCN1CCCC1 | 18 | 7 | 0 | -26 | -10 | -18 | 4.8 | 0 | -2
CC(C)(C)OC(=O)NCCCCCNC(=O)c1nc[nH]c1C(=O)N1CCN(C(=O)OC(C)(C)C)CC1 | -14 | 4 | 3 | 4 | -1 | -13 | 4.3 | 16 | -6
CCCCCCCCCC(=O)Nn1cnc2ccccc2c1=O | 20 | 3 | -5 | -3 | 10 | -1 | 1.8 | 2 | -8
COc1cccc(C(=O)CC(=O)C(=O)Nc2ccc(C)cc2Cl)c1 | 9 | 5 | -4 | 0 | 1 | 0 | 1.5 | 0 | -17
O=C(COC(=O)CNS(=O)(=O)c1c(F)cccc1F)NC(=O)NC1CCCCC1 | 0 | 3 | 1 | 1 | 2 | 0 | 0.1 | 0 | -3
Cc1nnc(SCc2cccc(CSc3nnc(C)s3)c2)s1 | 12 | 7 | 11 | -11 | -3 | 1 | 1.1 | 1 | -4
CN1CCN(C(=O)C2=C[C@H](c3ccc(Br)cc3)C[C@H](OCCCCO)O2)CC1 | 18 | 8 | 10 | 0 | 3 | 5 | 1.3 | 3 | -11
Cn1c(=O)c2c(nc(CN3CCCCC3)n2CCCc2ccccc2)n(C)c1=O | -8 | -8 | -11 | -8 | 0 | -19 | 0.4 | 2 | -2
O=C1OC(O)c2cccc3cccc1c23 (stereo unspecified) | 7 | -1 | -11 | 2 | 7 | 1 | 0.2 | 0 | -2
COC(=O)COc1ccc(S(=O)(=O)Nc2ccc3c(c2)OCCO3)cc1Cl | -3 | 13 | 7 | 8 | -8 | -15 | 11 | 14 | 1
O=C(/C=C/c1ccc(Cl)cc1)NCc1ccco1 | 21 | 7 | 1 | -4 | 1 | 2 | 0.0 | 0 | -11
CC1CCCCN1C(=O)CSc1nc(-c2ccccc2)cn1N (stereo unspecified) | 4 | 9 | 10 | 1 | -3 | 1 | -0.6 | 0 | 4
CC[C@H]1C(=O)[C@@H](Cc2ccccc2)[C@@H]2CCN3C(=O)CCC[C@H]1[C@H]23 | 17 | 3 | -13 | -3 | 11 | 1 | 1.5 | 2 | -21
CCOC(=O)c1cc2c(=O)n3ccccc3nc2n(CC2CCCO2)c1=NC(=O)/C=C/c1ccccc1 (stereo unspecified) | 7 | 7 | 2 | -1 | 3 | 3 | 0.7 | 3 | -3
CN(CC(=O)Nc1ccc(Cl)cc1)C(=O)C1=COCCO1 | 5 | 3 | -4 | 1 | 9 | 3 | 0.8 | 1 | -3
Cc1occc1-c1nnc(SCC(=O)c2ccc(Cl)cc2)n1CC1CCCO1 (stereo unspecified) | 5 | 3 | -2 | -10 | 9 | -11 | 0.2 | 0 | -12
Cc1cccc(C(=O)Nc2ccccc2N2CCN(c3ccc(F)cc3)CC2)c1 | 10 | -4 | -7 | -9 | 3 | 11 | 0.1 | 0 | 4
NC(=O)C(c1cccc(Cl)c1)c1ncc(C(F)(F)F)cc1Cl (stereo unspecified) | 17 | -1 | -6 | -1 | 13 | 7 | 0.8 | 0 | -5
COc1ccc(C(CC(=O)O)n2cnnn2)cc1 (stereo unspecified) | 17 | -3 | -6 | -1 | -6 | 3 | -0.1 | 1 | -2
N#CC1=C2SCN(Cc3ccccc3)CN2C(=O)CC1c1ccc2c(c1)OCO2 (stereo unspecified) | -4 | 1 | 11 | 2 | -1 | 0 | 1.8 | 8 | -2
COc1cccc(CN(C)C(=O)Cn2cc(C)c(=O)[nH]c2=O)c1 | 10 | -4 | 3 | 2 | -3 | 2 | 0.1 | 1 | 2
COc1ccc2nc(C)cc(SCC(=O)N/N=C/c3c(OC)ccc4ccccc34)c2c1 | 23 | -5 | -1 | 0 | 1 | 5 | 1.2 | 1 | -5
COc1cccc(S(=O)(=O)N(C)C[C@@H]2OCc3cn(nn3)CCCC(=O)N([C@H](C)CO)C[C@H]2C)c1 | 5 | -1 | -3 | 1 | 5 | 10 | 0.0 | 1 | -2
CCN1CCC(O)(C#Cc2ccccc2)CC1 | 10 | -7 | 4 | -7 | 1 | 3 | 1.8 | 2 | -13
O=C(Nc1ccc2nc(-c3cccs3)[nH]c2c1)c1ccco1 | 12 | 2 | 3 | -6 | 0 | -3 | 1.0 | 4 | -1
COc1cc(OC)cc(C(=O)NC(C)CCc2ccccc2)c1 (stereo unspecified) | 23 | 2 | -18 | -2 | -1 | 3 | 1.5 | 0 | -14
Cc1ccc(-c2ccc(CCC(=O)O)n2-c2cccc(C(=O)O)c2)cc1 | -3 | 4 | 12 | 0 | 0 | -2 | 2.4 | 1 | -1
COc1ccc(CC(C)N2CCN(Cc3ccccc3)CC2)cc1OC (stereo unspecified) | 11 | 7 | 7 | -1 | -2 | 2 | 0.4 | 0 | -3
CC(CN1C(C)CCCC1C)OC(=O)c1ccccc1Br (stereo unspecified) | 1 | 10 | 1 | -9 | -4 | -12 | 2.4 | 1 | -16
N/C(=N\OC(=O)c1cccc2ccccc12)c1ccncc1 | 12 | 14 | -1 | -8 | -5 | -1 | -0.5 | 0 | 0
O=C1CCCN1CCC(=O)N1CCCC(CO)(Cc2ccccc2)C1 (stereo unspecified) | 26 | -4 | -8 | 0 | 5 | 12 | 0.6 | 3 | 1
CC1=CC(C)[C@@H]2COC(c3ccc(O)cc3)[C@H]1C2C (stereo partly specified) | -14 | 3 | -20 | -1 | 10 | -5 | -0.3 | -1 | -11
CC(C)c1cc(C(=O)NCCc2ccccc2)no1 | 15 | 7 | -12 | -3 | -7 | -1 | 0.9 | 1 | -5
CCCC(=O)N(c1ccc(OC)cc1)C1C=CS(=O)(=O)C1 (stereo unspecified) | 15 | -2 | 3 | 1 | 12 | 0 | 0.3 | 0 | -5
O=C(CN1C(=O)CSc2ccc(S(=O)(=O)N3CCCCCC3)cc21)NCCc1ccccc1 | 20 | 4 | -13 | -5 | -6 | 2 | -0.5 | 4 | -17
Oc1ccc(/C=N/N2CCOCC2)c(O)c1O | 19 | -6 | 7 | 1 | -5 | 8 | 1.0 | 1 | -10
C/C=C/c1ccc(OCCOCCNCc2ccccc2)c(OC)c1 | 14 | 9 | 5 | -3 | -5 | 2 | 2.5 | 3 | -1
COCCN(Cc1nc(C2(c3ccc(C)cc3)CCCC2)no1)C(C)C | 20 | 17 | -10 | -9 | -4 | -10 | 3.8 | 10 | -15
CCOc1ccc(NC(=O)CN(C)C(=O)c2cc(-c3cccs3)nn2-c2ccccc2)cc1OCC | 12 | 6 | -9 | -1 | 6 | -4 | -0.2 | 3 | 0
CC(C)(C)c1cc(-c2n[nH]c(=S)n2-c2ccccc2F)n[nH]1 | 11 | 10 | 7 | 0 | -5 | 0 | 0.2 | 1 | -9
CN(C)S(=O)(=O)n1cnc([C@@H]2[C@@H]3C(=O)OC[C@@H]3C[C@]23N=CN(Cc2ccccc2)C3=O)c1 | 12 | 12 | -4 | -1 | 11 | 0 | 0.4 | 1 | -9
O=C(CN1C(=O)NC2(CCCC2)C1=O)Nc1ccc(F)c(F)c1F | -3 | 1 | -1 | 0 | 7 | -1 | 0.1 | 1 | 13
O=C(CSc1nc2c(sc3ccccc32)c(=O)n1-c1ccccc1)NCc1ccco1 | 22 | 3 | -15 | -2 | -4 | -2 | 3.3 | 8 | -8
O=C(C1CCCN1S(=O)(=O)c1ccc(Cl)cc1)N1CCN(c2ccccc2)CC1 (stereo unspecified) | 5 | 13 | 1 | 4 | 1 | 0 | 0.9 | 5 | -6
O=C(C[n+]1ccccc1)N/N=C/c1ccccc1Cl | 15 | 12 | 6 | -8 | 0 | -3 | 0.6 | 1 | -13
CCc1c(C(=O)OC)nnc2cc(C)nn12 | 28 | -10 | -4 | -8 | 8 | 15 | 0.7 | 0 | -23
CCC(=O)Nc1ccc(S(=O)(=O)N2CCc3ccccc32)cc1 | -19 | 10 | -11 | 5 | 0 | -3 | 5.9 | 13 | 4
COc1ccccc1CN1C[C@@H]2C[C@@H](c3ccccc3OC)N3CCC[C@@]23C1=O | 9 | -2 | 30* | -6 | -24 | 4 | 0.3 | 0 | -8
CC(=O)Nc1ccc(SCC(=O)OCC(=O)NC(=O)NC2CCCC2)cc1 | 13 | 13 | 2 | 1 | 1 | -12 | 1.2 | 4 | 0
COc1ccc(NC(=O)C2CCCN(S(=O)(=O)c3cccc4nonc34)C2)cc1 (stereo unspecified) | 19 | -3 | -4 | 4 | 3 | 0 | 0.0 | 3 | -10
COc1ccc(-n2nc(C(=O)Nc3cc(OC)c(OC)c(OC)c3)c3ccccc3c2=O)c(OC)c1 | 0 | 1 | 4 | -5 | 1 | 3 | -0.2 | 0 | 15
Cc1cc[n+](CC(=O)Nc2nc3ccccc3s2)cc1 | 15 | -6 | -2 | -5 | 0 | -6 | 0.3 | 1 | -3
CCn1c(SCC(=O)N(C)CC(=O)Nc2ccc(OC)cc2)nnc1-c1ccco1 | 13 | 4 | -4 | 5 | 1 | 4 | 0.8 | 2 | 4

Grouped by structure: the entries above with bromine.
SMILES | CHO-K1 Ca PAM | M5 antag | M4 antag | CHRM5 agonist | CHRM4 PAM | M5 PAM | M1 ag parental | CHRM4 agonist | CHO-K1 Ca antag
CCN(CC)S(=O)(=O)c1cccc(-c2n[nH]c(=S)n2/N=C/c2ccc(Br)cc2)c1 | 10 | 3 | 11 | -2 | -7 | -1 | -0.1 | 0 | 0
CN1CCN(C(=O)C2=C[C@H](c3ccc(Br)cc3)C[C@H](OCCCCO)O2)CC1 | 18 | 8 | 10 | 0 | 3 | 5 | 1.3 | 3 | -11
CC(CN1C(C)CCCC1C)OC(=O)c1ccccc1Br (stereo unspecified) | 1 | 10 | 1 | -9 | -4 | -12 | 2.4 | 1 | -16

Compound activity deposited in PubChem BioAssay by The Scripps Research Institute Molecular Screening Center.
